BoNT F protease: BoNT/F light chain protease inhibitors, primary screen, biochemical, flow cytometry, MLPCN library; 360,000 compounds, 0.22% hits; Multiplex microsphere protease cleavage assay; AID 588497, 2011; inhibition, % at 10 µM; in the data active means inhibition above about 35%, passing the limit was not always enough; further: plate controls were buffer without enzyme for full effect and enzyme alone for no effect
CCHFV vOTU inh: CCHFV vOTU protease inhibitors, primary screen, biochemical, Pep-AMC substrate, fluorescence; Crimean-Congo hemorrhagic fever virus L polyprotein viral ovarian tumor (vOTU) protease …; inhibition, % at 11.5 µM; 370,000 compounds, 0.55% hits; AID 651958, 2012; further: 0% = vehicle wells with enzyme and 100% = no enzyme wells
GDH-TPI inh: GDH-TPI coupling enzyme inhibitors, primary screen, artefact control for M. tuberculosis FBA inhibitor project, biochemical, absorbance, full deck; GDH-TPI coupled enzyme counterscreen, NADH absorbance; inhibition, % at 4.8 µM; 360,000 compounds, 1.2% hits;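 further: 0% = DMSO wells and 100% = wells lacking the enzyme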
FadD28 binding: inhibitors of FadD28 bisubstrate probe binding, primary screen, biochemical, fluorescence polarization, single point. Mycobacterium tuberculosis FadD28 fatty-acid-AMP ligase. inhibition, % at 12.5 µM. 360,000 compounds, 0.22% hits; in the data active means inhibition above about 8.5%, passing the limit was not always enough
Mtb FBA inh: Mtb FBA enzyme inhibitors, primary screen, biochemical, fluorescence, strain H37Rv; Fructose-bisphosphate aldolase (Mycobacterium tuberculosis (strain ATCC 25618 / H37Rv)), …; purified M. tuberculosis FBA, fluorescence read-out; inhibition, % at 1 µM; 360,000 compounds, 2.3% hits; in the data active means inhibition above about 27%;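 further: 0% = vehicle and 100% = reference inhibitor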
Target sequence (P9WQA3 whole entry, looked up): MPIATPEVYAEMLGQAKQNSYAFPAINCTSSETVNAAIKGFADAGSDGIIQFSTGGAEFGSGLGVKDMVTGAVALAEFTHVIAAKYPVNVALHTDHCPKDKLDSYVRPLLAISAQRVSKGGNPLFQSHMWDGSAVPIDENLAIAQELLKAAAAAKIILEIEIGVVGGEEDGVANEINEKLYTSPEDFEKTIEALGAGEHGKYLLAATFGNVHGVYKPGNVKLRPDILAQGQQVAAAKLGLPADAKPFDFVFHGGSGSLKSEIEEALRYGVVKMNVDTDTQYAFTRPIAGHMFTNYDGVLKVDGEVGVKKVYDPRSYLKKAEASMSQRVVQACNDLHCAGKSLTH
DUSP3 inh: VHR1 phosphatase inhibitors, primary screen, biochemical, absorbance, uHTS; recombinant VHR phosphatase, pNPP absorbance; Dual specificity protein phosphatase 3 (Homo sapiens), P51452; 290,000 compounds, 0.52% hits; AID 1654, 2009; inhibition, % at 13.3 µM; in the data active means inhibition above about 50%; further: some compounds called inactive have numbers as strong as hits
MazEF act: activators of E. coli MazEF toxin-antitoxin RNase, primary screen, biochemical, fluorescence, uHTS; Endoribonuclease toxin MazF (Escherichia coli (strain K12)), P0AE70; FAM/BHQ RNA-DNA oligo cleavage fluorescence, 5 h; activation, % at 20 µM; 350,000 compounds, 0.32% hits; in the data active means activation above about 50%
Target sequence (P0AE70 whole entry, looked up): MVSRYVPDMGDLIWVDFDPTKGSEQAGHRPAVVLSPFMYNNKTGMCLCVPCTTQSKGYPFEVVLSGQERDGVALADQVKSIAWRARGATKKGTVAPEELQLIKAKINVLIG
Mtb BioA inh: M. tuberculosis BioA enzyme inhibitors, primary screen, biochemical, plate reader, single point, HTS | 7,8-diaminopelargonic acid synthase BioA (Mycobacterium tuberculosis) | purified M. tuberculosis BioA enzyme | inhibition, % at 9.99 µM | 360,000 compounds, 0.096% hits | AID 602481, 2012; in the data active means inhibition above about 40%
UGM FP inh: M. tuberculosis UGM enzyme inhibitors, primary screen, biochemical, fluorescence polarization, single point | UDP-galactopyranose mutase (Mycobacterium tuberculosis (strain ATCC 25618 / H37Rv)), … | purified UGM, fluorescence polarization probe displacement | inhibition, % at 10 µM | 320,000 compounds, 0.06% hits | AID 504406, 2011; in the data active means inhibition above about 10%, passing the limit was not always enough
Rv3671c inh: Rv3671c serine protease inhibitors, primary screen, biochemical, fluorescence polarization, M. tuberculosis H37Rv; P9WHR9; inhibition, % at 5.96 µM; 320,000 compounds, 0.048% hits; in the data active means inhibition above about 38%;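 further: extracellular domain of Rv3671c used as enzyme; 0% = enzyme with DMSO and 100% = no enzyme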
Target sequence (P9WHR9 whole entry, looked up, the tested form may be a part): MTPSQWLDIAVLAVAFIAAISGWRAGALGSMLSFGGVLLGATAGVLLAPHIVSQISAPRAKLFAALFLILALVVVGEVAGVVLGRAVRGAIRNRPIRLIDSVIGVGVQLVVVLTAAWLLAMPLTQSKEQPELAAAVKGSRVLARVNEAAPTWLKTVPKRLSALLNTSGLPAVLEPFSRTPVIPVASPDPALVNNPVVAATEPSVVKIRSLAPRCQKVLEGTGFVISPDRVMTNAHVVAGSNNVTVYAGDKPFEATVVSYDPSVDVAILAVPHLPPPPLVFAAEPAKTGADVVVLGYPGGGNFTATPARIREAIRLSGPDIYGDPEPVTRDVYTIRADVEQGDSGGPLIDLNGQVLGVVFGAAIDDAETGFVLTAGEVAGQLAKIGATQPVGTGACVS
* hit, by the source's call; · = not tested or not shown. Unless noted, no stated cut-off is given here; in the data, active means inhibition above about 30%; inactive means the rest. Compounds were not picked by outcome. About 4.9% of those tested had a hit in this group.

entry	structure	BoNT F protease	CCHFV vOTU inh	GDH-TPI inh	FadD28 binding	Mtb FBA inh	DUSP3 inh	MazEF act	Mtb BioA inh	UGM FP inh	Rv3671c inh
1	CCCCn1c(O)c(C(C)=NCc2cccnc2)c(=O)[nH]c1=O	·	2	-5	0.0	0	-4	-4	1.3	3.3	2
2	COc1cccc(C(=O)NCCSCc2c(F)cccc2Cl)c1	-6	-13	0	-4.3	-5	10	2	0.7	-0.1	3
3	C=CCn1c(SCC(=O)NC2CCCCC2)nnc1-c1ccc(OC)cc1	-3	-17	-12	-2.5	-3	0	-10	·	2.2	-4
4	CCOC(=O)c1cnc2cc(C)nn2c1-c1ccccc1	12	5	7	-4.4	-3	23	-1	-2.1	-2.5	-3
5	O=Cc1cn(CC(=O)Nc2ccc(F)cc2)c2ccccc12	5	12	-4	-2.6	0	25	-1	·	2.9	10
6	Cc1ccc(NC(=O)CN2C(=O)NC3(CCc4ccccc43)C2=O)cc1 (stereo not drawn)	-2	-2	14	1.5	-1	9	-3	-0.8	-2.1	4
7	Cn1cc(C(O)CN2CCCCC2)c2ccccc21 (stereo not drawn)	3	4	1	-0.9	-1	39	1	-0.5	-2.3	8
8	CC1CCCC(C)N1S(=O)(=O)c1ccc(S(=O)(=O)NCc2ccccc2)cc1 (stereo not drawn)	-4	-11	0	0.0	1	4	-8	-0.9	-1.7	4
9	CCN(CC)CCCN(Cc1cc2cc3c(cc2[nH]c1=O)OCO3)C(=O)Nc1ccccc1OC	7	-15	32*	0.3	12	16	3	·	-0.5	-2
10	Cc1ccc(S(=O)(=O)N2CCOCC2)cc1NC(=O)COc1ccc2c(C)cc(=O)oc2c1	-1	-3	-5	0.2	26	0	-5	1.0	-1.4	-1
11	Fc1ccc(CSc2nncn2NCc2ccc3c(c2)OCO3)cc1	-23	4	9	0.3	-1	17	14	4.9	-1.7	13
12	COc1ccccc1NC(=O)N1C2CCCC1CC(NC(=O)c1ccccc1)C2 (stereo not drawn)	-3	-10	-4	-0.5	6	13	-7	·	-4.4	11
13	CN(C)CCNc1ncnc2c1sc1nc(N3CCOCC3)c3c(c12)CC(C)(C)SC3	-28	-2	28	-5.4	5	9	2	-0.2	-3.1	-10
14	Cn1cnnc1SCC(=O)Nc1ccc(S(=O)(=O)N2CCOCC2)cc1	-2	-2	14	-4.8	-2	·	2	-2.0	0.8	-4
15	COc1ccccc1NC(=O)CSCc1ccc([N+](=O)[O-])cc1	1	-4	0	-4.9	-1	13	-13	·	2.2	7
16	CC(C)N(CCc1ccncc1)C(=O)Nc1ccc(F)cc1	2	2	-1	-1.4	0	29	-1	0.1	0.6	11
17	COc1ccc(-c2oc3ccc(-c4cc(OC)c(OC)c(OC)c4)cc3c2C(=O)c2ccc(OC)nc2)cc1	-4	3	14	-3.3	0	36	2	0.1	-0.1	-13
18	CCCc1ccc(-c2cc(C(=O)N3CCN(c4ccccn4)CC3)c3ccccc3n2)cc1	2	23	10	-0.5	2	1	-9	0.0	0.7	-13
19	CCOCCCNC(=O)c1cc(Nc2ccc(OC)cc2OC)nc2ccccc12	-4	-1	7	-2.9	2	7	2	-1.1	4.9	5
20	COCC(=O)N(C)c1nnc(-c2cnc(C)cn2)s1	-34	2	21	-1.8	13	34	3	0.2	-0.2	0
21	COc1ccc(CN(Cc2ccc(C(=O)O)cc2)C(=S)Nc2ccccc2Cl)cc1OC	-7	1	-1	-0.9	-1	16	4	-0.9	0.2	2
22	CCc1ccc([C@@H]2CC=C(C(=O)O)CN2S(=O)(=O)c2ccc(C)cc2)cc1	-3	13	4	-1.2	2	·	-5	-0.2	-2.6	-5
23	COc1ccc(C(=O)c2sc3nc(-c4ccccc4)ccc3c2N)cc1	1	·	9	0.5	-4	-10	-37	·	1.1	-4
24	CCCOc1ccc(CC2CCC(=O)NC2=O)cc1 (stereo not drawn)	-2	6	0	0.1	0	-12	-4	-0.8	-0.2	-6
25	CC1CCCCC1NC(=O)C1CCN(S(=O)(=O)c2ccc3c(c2)CCC(=O)N3)CC1 (stereo not drawn)	-6	-6	0	-1.3	1	2	11	-1.2	2.3	5
26	C/C(=N\Nc1ccc([N+](=O)[O-])cc1[N+](=O)[O-])C(C)(C)C(C(=O)O)C(=O)O	-7	12	17	-3.6	-6	-9	-3	0.2	6.8	-1
27	CC(=O)Nc1ccc(S(=O)(=O)Nc2nc3ccccc3nc2Nc2ccccc2)cc1	4	3	7	1.7	82*	-10	-4	·	4.2	5
28	COc1ccc(CCNC(=O)Cn2nnc(C(=O)Nc3cccc(C)c3C)c2N)cc1OC	4	4	-7	-0.7	-2	-36	4	-0.3	1.4	-5
29	Cc1cc(C)c2nc(/N=C(\N)NC(=O)Nc3ccccc3)nc(C)c2c1	-1	2	2	0.9	3	4	-61	1.7	0.2	6
30	CCOC(=O)c1cc(-c2c(Cl)cccc2Cl)no1	-6	9	-8	-2.3	2	-5	12	·	3.1	4
31	Cc1cccc(C(=O)NC(=S)NNC(=O)c2ccc(Cl)cc2)c1	-10	3	19	-2.5	1	-2	5	·	1.7	6
32	CCc1nn(CC(=O)NCCc2ccc(OC)cc2OC)c(=O)c2cc3occc3n12	7	4	-1	-5.5	-7	1	6	0.2	0.0	1
33	COc1ccccc1NS(=O)(=O)c1cc(NC(=O)c2cccs2)ccc1N1CCOCC1	2	1	11	1.4	4	-9	-3	·	-1.5	-54
34	COc1ccc(OC)c(NC(=O)COC(=O)CCc2nc3ccccc3c(=O)[nH]2)c1	-7	7	-13	-3.4	-1	·	2	1.5	-5.5	0
35	COc1ccc(Cl)cc1NC(=O)C1CC(c2ccccc2O)=NO1 (stereo not drawn)	·	-1	0	-1.0	0	30	-34	-1.7	0.1	-2
36	COC(=O)c1cc(-c2cccc(OC)c2)c2c(=O)[nH]c(=O)n(C)c2n1	8	4	30	1.0	0	31	8	-1.8	4.5	0
37	CCCOc1ccc(C(=O)ON=C2CCN(C)CC2)cc1	-3	-1	8	-2.6	4	23	-9	-0.5	1.2	-3
38	O=C(NCN1CCCCC1)c1cnccn1	-8	4	-9	-3.1	3	-2	-5	·	-0.3	0
39	O/N=C/c1ccc2cccc(O)c2n1	-4	4	21	1.2	7	-8	3	-1.4	1.4	-4
40	COc1cc(Br)cc(CN2CCN(C=O)CC2)c1O	-3	2	5	0.2	1	7	-8	0.0	5.3	8
41	COc1cc(NC(=S)N(C)CCC#N)c(OC)cc1Cl	-9	-15	-4	-1.8	2	-15	0	·	-0.2	-3
42	COc1ccc(CNC(=O)CN(Cc2ccco2)C(=O)CNS(=O)(=O)c2ccc(C)cc2)cc1	-13	-14	1	-1.7	0	7	1	-0.7	-0.1	1
43	O=C1Cc2ccccc2C(=O)N1c1ccc(F)cc1Cl	-2	21	1	0.8	-5	7	-9	-2.4	2.4	3
44	CCCc1nc2c([nH]1)C(c1cccnc1)C(C#N)=C(N)O2 (stereo not drawn)	-4	10	-3	-4.7	-1	-2	0	·	-2.2	-4
45	Cc1ccc2c(c1)C(=O)C(=O)N2CC(=O)Nc1ccc(N2CCOCC2)cc1	-13	-6	-3	-3.4	-2	13	8	-0.3	0.8	1
46	COc1ccc(OC)c(-c2cc(C(=O)NC3CCCC3)c3ccccc3n2)c1	-5	4	10	-1.9	2	28	-6	-0.2	2.3	-1
47	O=C(Nc1ccc(S(=O)(=O)N2CCCCC2)cc1)c1ccc(Cl)nc1	·	-2	4	0.1	0	·	-11	6.2	-0.3	-19
48	Cc1ccc2nc(N3CCN(C)CC3)c(C#N)cc2c1	2	-29	-7	-0.3	9	-11	-2	·	-0.4	1
49	CC(=O)Nc1ccc(C(=O)CSc2nnc3scc(-c4ccccc4)n23)cc1	-1	-4	1	-3.3	-2	26	-4	-0.9	-4.2	-2
50	CC(C)(C)OC(=O)N1CCC2(CC1)Oc1ccc(F)cc1C(=O)C21CC(c2ccccc2)=NO1 (stereo not drawn)	-8	11	13	0.2	-1	·	-1	-1.3	3.7	5
51	CCCCCOc1ccc(NC(=O)C2OC3OC(C)(C)OC3C3OC(C)(C)OC23)cc1 (stereo not drawn)	-3	-9	0	-2.7	3	-10	-2	·	4.1	-1
52	Nc1nc(-c2ccccc2)cc(-c2ccccc2)n1	22	-14	27	-5.8	17	1	-11	1.2	2.6	·
53	Cc1ccc(S(=O)(=O)NC(=O)Nc2ccc(C)cc2C)cc1	2	-6	3	-0.6	2	28	2	-0.1	-2.2	·
54	C[C@@H]1CN([C@H](C)CO)S(=O)(=O)c2ccc(Br)cc2O[C@@H]1CN(C)Cc1ccc(-c2ccccc2)cc1	2	18	7	-1.8	-1	·	-3	-1.5	·	·
55	COCCNC(=O)CSc1nc2ccc(N3CCOCC3)cc2c(=O)n1Cc1ccc(OC)cc1	11	-8	18	-3.2	5	0	6	0.3	-4.0	0
56	CCOC1=C2[C@@H](CN(S(=O)(=O)c3ccc(C)cc3)[C@H]2c2cccc3ccccc23)[C@H]2C(=O)NC(=O)[C@H]2C1	1	-2	·	-2.2	0	·	·	2.3	·	·
57	O=C(CN1C(=O)CCC1=O)Nc1nc(-c2ccccn2)cs1	-16	10	-4	-2.8	1	-16	-16	-0.6	2.9	-4

An excerpt of the results above:
entry	structure	BoNT F protease	CCHFV vOTU inh	GDH-TPI inh	FadD28 binding	Mtb FBA inh	DUSP3 inh	MazEF act	Mtb BioA inh	UGM FP inh	Rv3671c inh
56	CCOC1=C2[C@@H](CN(S(=O)(=O)c3ccc(C)cc3)[C@H]2c2cccc3ccccc23)[C@H]2C(=O)NC(=O)[C@H]2C1	1	-2	·	-2.2	0	·	·	2.3	·	·
57	O=C(CN1C(=O)CCC1=O)Nc1nc(-c2ccccn2)cs1	-16	10	-4	-2.8	1	-16	-16	-0.6	2.9	-4
